CXCR6 inh: inhibitors of human CXCR6 receptor; O00574; CHO-K1 PathHunter CXCR6 beta-arrestin, luminescence; inhibition, % at 20 µM; actives 0.36% (n = 360,000); AID 602244; in the data active = inhibition above about 34%, passing the limit was not always enough;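 note: antagonist mode with CXCL16 agonist at 10 nM final; 0% = 10 nM CXCL16 with DMSO and 100% = unstimulated wells without agonist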
Target sequence (O00574 whole entry, looked up): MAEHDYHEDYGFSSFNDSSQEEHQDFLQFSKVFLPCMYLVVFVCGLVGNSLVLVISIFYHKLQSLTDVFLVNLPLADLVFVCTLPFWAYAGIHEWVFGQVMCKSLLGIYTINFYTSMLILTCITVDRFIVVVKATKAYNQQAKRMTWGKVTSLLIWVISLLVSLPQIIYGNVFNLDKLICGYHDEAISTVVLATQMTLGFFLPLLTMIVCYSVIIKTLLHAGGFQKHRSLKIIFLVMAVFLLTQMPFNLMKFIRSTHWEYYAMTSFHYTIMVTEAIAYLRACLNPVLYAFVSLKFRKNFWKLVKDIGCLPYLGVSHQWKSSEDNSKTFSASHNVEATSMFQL
Active calls of the source: *. Some of the compounds tested (hit frequency here may not be typical).

CXCR6 inh	Structure
-2	Cc1ccc(S(=O)(=O)N2CC3(O)CN(C(=O)OC(C)C)N(C(=O)OC(C)C)CC3(OC(=O)NCC3CCCCC3)C2)cc1 (stereo unspecified)
-2	CC(=O)c1ccc2c3c(cc(C)c2c1)CCCC3
-9	COC(=O)[C@@]1(Cc2ccc(F)cc2)[C@H]2c3cc(C(=O)N(C)C)n(CCN4CCOCC4)c3C[C@H]2CN1C(=O)c1ccccc1
-5	COc1cc(/C=C/C(=O)OCC(=O)N2CCN(S(=O)(=O)c3ccc(C)cc3C)CC2)ccc1OC(F)F
0	O=C(COC(=O)/C=C/c1cccc(Br)c1)Nc1ccc(Cl)cn1
-5	CC(=O)N1Cc2cc(C(=O)NCC(F)(F)F)nc(-c3cccc(-c4cccnc4)c3)c2[C@@H]1CCO
-12	CCCCC[C@H]1CCCCC[C@@H](O)C[C@@H](O)[C@@H](O)/C=C/C(=O)O1
-4	Cc1nc(C(F)(F)F)ccc1C(=O)N1CCCC1(C)C(=O)NCC(C)C (stereo unspecified)
1	Cc1ccc(Cl)cc1N1CCN(S(=O)(=O)N2CCCCC2)CC1
0	CCN(CC(=O)Nc1ccccc1C(F)(F)F)C(=O)c1ccccc1OCc1ccc(F)cc1
7	O=C(NCc1ccc(C(F)(F)F)cc1)c1cccc2c(-c3ccc(F)c(F)c3)coc12
-4	Cc1ccc(S(=O)(=O)N2CCOCC2)cc1NC(=O)CSc1nnnn1C1CC1
-4	COc1ccccc1N(C)S(=O)(=O)c1ccc(Cl)c(C(=O)Nc2ccccc2N2CCOCC2)c1
-7	O=C(Nc1ccc(C(=O)N2CCCC2)cc1)C1CC1
2	CC(C)(C)S(=O)(=O)N1Cc2ccc(CO)cc2[C@H]1CCO
-15	O=C(COC(=O)c1ccc(F)cc1F)Nc1ccc2c(c1)OCO2
2	C[N+](C)(C)CCN1CCc2ccccc21
4	Cc1ccc(S(=O)(=O)N2C[C@H]3C(=O)C[C@@H](c4ccc(Cl)cc4)N(S(=O)(=O)c4ccccc4C)[C@H]3C[C@H]2c2cccc(Cl)c2)cc1
9	CC(C)Oc1ccc(CN2CCC2(C)C(=O)Nc2cccc(Oc3ccccc3)c2)cc1 (stereo unspecified)
-3	CCCn1c(SCC(=O)Nc2ccc(S(=O)(=O)N3CCOCC3)cc2)n[nH]c1=O
-1	CC(C)(C)C1CCN2CCC[C@](c3ccccc3)(C1)C2OCCCO (stereo partly specified)
-9	COCCn1c(=S)[nH]c2cc(C(=O)NCc3ccc(F)cc3)ccc2c1=O
2	Cc1oc2c(C)c3oc(=O)c4c(c3cc2c1C)CCC4
-8	Cn1c(=O)[nH]c(=O)c2[nH]c(CO)nc21
-2	COc1ccc(NC(=O)N(O)C2(C#N)CCCCC2)cc1
2	O=C(COc1nsnc1N1CCOCC1)N1CCOCC1
11	CC1(C(=O)Nc2ccc3c(c2)OCO3)Cc2c(-c3cccc(C(F)(F)F)c3)ccnc2O1 (stereo unspecified)
-1	Cc1ccccc1N1CCN(C(=O)c2cccnc2)CC1
-16	CC(=O)Nc1ccc(C(=O)CSc2nnc(-c3ccccc3F)n2CCc2ccccc2)cc1
-4	O=C1CCC(C(=O)N(CCO)Cc2ccccc2)CN1CCc1cccc(F)c1 (stereo unspecified)
0	O=C(O)c1cccc(Br)c1
-3	CCCCN(C=O)c1c(CC)nc2c(OCCC)cccn12
6	COc1cccc(CNc2nc(NCc3ccccc3OC)nc3ccsc23)c1
0	C[C@H]1CCCCO[C@@H](CN(C)S(=O)(=O)c2ccc(F)cc2)[C@@H](C)CN([C@@H](C)CO)C(=O)c2cc(NC(=O)Nc3ccc4c(c3)OCO4)ccc2O1
-5	CC(C)NC(=O)c1cc(C2CCCCN2C(=O)c2ccc(C#N)cc2)on1 (stereo unspecified)
7	COC(=O)[C@]12CCCCC=C1N(Cc1ccc(Cl)cc1Cl)C(=O)[C@H](CC(=O)NCc1cccc3ccccc13)C2
-13	C=C(C)Cn1c2ccc(NC(=O)CCc3cccc(Cl)c3)cc2c(=O)n1C
-6	C[C@@H]1CCCCO[C@H](CN(C)C(=O)Nc2cccc3ccccc23)[C@@H](C)CN([C@H](C)CO)C(=O)c2cc(NC(=O)c3ccccc3)ccc2O1
7	CCOc1ccc(CCN2C(=O)C(=O)N([C@@H](Cc3ccccc3)CN3CCC[C@H]3CN3C(=O)C(=O)NC[C@@H]3Cc3ccccc3)C[C@@H]2CC(C)C)cc1
2	CC(=O)NC(C)(c1ccccc1)c1nc(-c2ccncc2)cs1 (stereo unspecified)
-1	COc1ccc(NC(=O)c2cc(S(=O)(=O)N3CCCCC3)ccc2C)cc1S(=O)(=O)N1CCOCC1
-8	CC(C)C[C@H]1COc2cc(N3CCC[C@@H]3CO)ccc2S(=O)(=O)N1
7	Cc1ccc(NC(=O)c2csc(-c3ccccc3)c2C)cc1
1	N#Cc1ccc(Oc2ccc(C#N)c(C#N)c2)cc1C#N
4	COc1cc(C2C(C#N)=C(N)Oc3cc(C)n(CC4CCCO4)c(=O)c32)cc2c1OCO2 (stereo unspecified)
-12	Cc1cc(O)c(C(C)C)cc1NC(=S)Nc1cc(C(C)C)c(O)cc1C
10	O[C@H]1C[C@H](c2ccccc2)N(Cc2cccs2)C[C@@H]1n1cc(-c2ccc(F)cc2)nn1
10	O=C(Nc1ccccc1Cl)c1cc(C2CCCCN2C(=O)CCCc2ccccc2)on1 (stereo unspecified)
-9	O=C1CC2C(CCC23OCCO3)c2ccc3ccccc3c21 (stereo unspecified)
-14	CC1(Cc2ccc(Cl)c(Cl)c2)C(=O)Nc2ccc(S(=O)(=O)NC3CCCCC3)cc21 (stereo unspecified)

Following part.
CXCR6 inh	Structure
-3	CCc1ccc(CCC(=O)N2CCN(S(=O)(=O)c3sc(C(=O)O)c(C)c3C(=O)O)CC2)cc1
-8	Cn1cnnc1SCc1ccc(C(=O)N/N=C(\CCC(=O)O)c2ccc(C(C)(C)C)cc2)cc1
-7	CN1CCC(C)(C(=O)Nc2cccc(Oc3ccccc3)c2)C1 (stereo unspecified)
-9	Cc1ccc(S(=O)(=O)N2C[C@H]3n4c(=O)ccc(=O)n4C[C@H](OC(=O)NCc4ccccc4F)[C@@]3(O)C2)cc1
5	Cc1cccc(OCc2ccccc2)n1
-8	C=CCOC(=O)N1CCC2CC1c1cc(-c3ccc(OC)cc3)ccc12 (stereo unspecified)
-9	O=C(CSCC(=O)NC1CC1)Nc1ccc2ccccc2c1
11	COc1ccc(C=NNC(=O)CCCCC(=O)NN=Cc2ccc(OC)cc2)cc1
-10	COc1ccccc1N1CCN(C(=O)c2nn(-c3ccccc3OC)c(=O)c3ccccc23)CC1
-18	CCCCCCCCNc1ncnc2[nH]ncc12
3	CCN(CC)C(=O)c1cccc(-c2csc(C(NC(C)=O)c3ccccc3)n2)c1 (stereo unspecified)
11	Cc1ccc(S(=O)(=O)N2CCN(C(=O)COC(=O)/C=C/c3cccc(Cl)c3)CC2)c(C)c1
-3	CC(C)(C)c1ccc(S(=O)(=O)NC(=O)C2(C)CCN2C(=O)C2(c3ccc(Cl)cc3)CC2)cc1 (stereo unspecified)
-7	C=C(C)Cn1c2ccc(NC(=O)NCC)cc2c(=O)n1C
-1	O=C(CCNC(=O)C1CCN(S(=O)(=O)c2ccccc2)CC1)NCc1cccnc1
9	CN(C)c1ccc(CC(=O)N2CCCCC2c2cc(C(=O)Nc3cccc4c3CCCC4)no2)cc1 (stereo unspecified)
-6	Cc1ccc(S(=O)(=O)Nc2cc(=O)[nH]c(SCc3ccc(Cl)cc3)n2)cc1
1	O=C(Nc1cccc(C(=O)N2CCCC2)c1)C1CCCCC1
2	N#Cc1c(-c2ccccc2)nc(SCC(=O)N(c2ccccc2)c2ccccc2)[nH]c1=O
12	CCCCCc1c(Cc2ccccc2)ncn1CCc1ccccc1OC
0	CC(C)S(=O)(=O)N1CCCC(c2cc(C(=O)NCc3ccccc3)no2)C1 (stereo unspecified)
0	Nc1nc(=O)n(C2CCC(CO)O2)cc1F (stereo unspecified)
-1	CCCCN(C)C(=O)c1sc(=O)n(Cc2ccc(Cl)c(Cl)c2)c1C
-3	COc1ccc(S(=O)(=O)N(C)[C@H]2C[C@H]3c4cc(-c5ccccc5)ccc4CCN3C(=O)[C@H]2[C@H](C)O)cc1
8	Cc1ccc(Nc2c(O)nc[nH]c2=O)cc1

Brought forward from above: five entries; new compounds follow.
CXCR6 inh	Structure
0	CC(C)S(=O)(=O)N1CCCC(c2cc(C(=O)NCc3ccccc3)no2)C1 (stereo unspecified)
0	Nc1nc(=O)n(C2CCC(CO)O2)cc1F (stereo unspecified)
-1	CCCCN(C)C(=O)c1sc(=O)n(Cc2ccc(Cl)c(Cl)c2)c1C
-3	COc1ccc(S(=O)(=O)N(C)[C@H]2C[C@H]3c4cc(-c5ccccc5)ccc4CCN3C(=O)[C@H]2[C@H](C)O)cc1
8	Cc1ccc(Nc2c(O)nc[nH]c2=O)cc1
-1	O=C(Nc1cccc(Cl)c1Cl)c1ccco1
2	Cc1nnsc1C(=O)N1CCCC1(C)C(=O)O (stereo unspecified)
-2	COC(=O)C(CC(=O)CNC(=O)c1ccccc1)NC(=O)c1ccccc1 (stereo unspecified)
10	CCOC(=O)C(=CNc1ccc(N2CCCCC2)c(S(=O)(=O)Nc2ccccc2OC)c1)C(=O)OCC
2	O=C(CC(NC(=O)OCc1ccccc1)c1nn[nH]n1)OCc1ccccc1 (stereo unspecified)
2	CCCC(=O)N1CCC1(C)C(=O)Nc1ccc2c(c1)OCCO2 (stereo unspecified)
14	C#CCN(C[C@@H]1[C@@H](OC(=O)NCc2ccco2)[C@@H](OC(=O)NCc2ccco2)Cn2c(=O)n(CCCCCC)c(=O)n21)S(=O)(=O)c1ccc(C)cc1
5	CC1CCC(NC(=O)c2cccc(S(=O)(=O)N3CCOCC3)c2)CC1 (stereo unspecified)
-2	CSCCC(NS(=O)(=O)Cc1ccccc1)C(=O)NNc1ccccc1 (stereo unspecified)
-1	COc1ccc(NC(=O)C2(C)Cc3c(-c4cccc(C(N)=O)c4)ccnc3O2)cn1 (stereo unspecified)
0	CC1(C(=O)O)CCCN(C(=O)c2ccc(OC(F)F)cc2)C1 (stereo unspecified)
0	O=c1cc(SCc2ccc(Cl)cc2Cl)nc[nH]1
-3	CCOC1=C2[C@@H](CN(S(=O)(=O)c3ccc(C)cc3)[C@H]2c2ccccc2F)[C@H]2C(=O)N(c3ccccc3)C(=O)[C@H]2C1
-2	CSc1ccc(C(=O)Nc2cc(S(=O)(=O)N3CCOCC3)ccc2N2CCOCC2)cc1[N+](=O)[O-]
1	CC(C)(C)c1ccc(-n2ncc3c2CCCC3NC(=O)c2ccco2)cc1 (stereo unspecified)
0	O=C(NCCCN1C(=O)c2ccccc2C1=O)OCc1ccccc1
4	CCOC(=O)C1C(=O)CC(C)(O)C(C(=O)OCC)C1/C=C/c1ccccc1 (stereo unspecified)
-2	O=C(NCC1CCOCC1)c1ccc(-c2ccc(F)c(F)c2)c2ccoc12
-2	O=C(NNC(=O)c1ccc(Br)o1)c1ccc(NS(=O)(=O)c2cccs2)cc1
-11	CC(C)[C@H](CO)NC(=O)[C@H]1O[C@@H](n2ccc(N)nc2=O)[C@H](O)[C@@H]1O
2	Cc1cc(NS(=O)(=O)c2ccc(NC(=O)c3ccc(Cl)nc3)cc2)nc(C)n1
6	C[C@@H]1CN([C@H](C)CO)C(=O)c2c(c3ccccc3n2C)-c2ccccc2CO[C@H]1CN(C)S(=O)(=O)c1cn(C)cn1
7	OCC[C@@H]1NCc2cc(CO)cc(-c3ccccc3)c21
1	CCCCC1CC2=C(C(=O)OC(C)(C)O2)C(c2ccc3ccccc3c2)O1 (stereo unspecified)
-3	NC(=O)c1c(N)[nH]c(C(=O)c2ccccc2)c1-c1ccccc1Br

Sorted by molar mass (low to high): some entries from above.
CXCR6 inh	Structure
-11	CC(C)[C@H](CO)NC(=O)[C@H]1O[C@@H](n2ccc(N)nc2=O)[C@H](O)[C@@H]1O
-2	O=C(NCC1CCOCC1)c1ccc(-c2ccc(F)c(F)c2)c2ccoc12
2	Cc1cc(NS(=O)(=O)c2ccc(NC(=O)c3ccc(Cl)nc3)cc2)nc(C)n1

(continued)
CXCR6 inh	Structure
-28	Cc1ccnc(NC(=O)CCC(=O)N(CC(=O)NCCc2ccccc2)Cc2ccco2)c1
6	N=C(N)SCc1cn(-c2ccccc2)nc1-c1ccc(Br)cc1
12	COC(=O)[C@]12CCCCC=C1N(Cc1cccc3ccccc13)C(=O)[C@H](CC(=O)NCC1CCCCC1)C2
-2	CCOCCCN(C(=O)Cn1nnc2ccccc21)C(C(=O)NCc1ccco1)c1ccncc1 (stereo unspecified)
-8	CN(C(=O)c1cccc(NC(=O)Cc2ccc(NC(=O)C3CCCN(C(=O)CCc4ccccc4)C3)cc2)c1)C1CCC1 (stereo unspecified)
-1	COc1ccccc1CNC(=O)c1ccc2nc(C)c(N(C)Cc3ccc(NC(C)=O)cc3)n2c1
-5	CN(C)Cc1c[nH]c2nccnc12
14	Nc1ccc(S(=O)(=O)c2cc(O)c3ccccc3c2O)cc1
5	O=C(NCc1cccnc1)c1cc(C2CCCCN2S(=O)(=O)c2ccc(F)cc2F)on1 (stereo unspecified)
-23	CN(C)CCNC(=O)c1cccc(-c2cnc3c(NC=O)cc(-c4cccc(C(F)(F)F)c4)cn23)c1
-12	Cc1cc(=O)n2nc(N3CCCC(C(=O)NCCCN4C(C)CCCC4C)C3)sc2n1 (stereo unspecified)
-14	Cc1ccc(NC(=O)c2cc(-c3cc(Cl)ccc3C)n[nH]2)cc1NS(C)(=O)=O
1	CCCCN1C(=O)C(CC(=O)NC(c2ccccc2)c2ccccc2)CC(C(=O)N(CC)CC)=C1C (stereo unspecified)
8	Cc1cccnc1C(NC(=O)C1CCN(CCCc2ccccc2)CC1)c1ccc(F)cc1 (stereo unspecified)

Random excerpt: 6 records from the list.
CXCR6 inh	Structure
-1	COc1ccccc1CNC(=O)c1ccc2nc(C)c(N(C)Cc3ccc(NC(C)=O)cc3)n2c1
8	Cc1cccnc1C(NC(=O)C1CCN(CCCc2ccccc2)CC1)c1ccc(F)cc1 (stereo unspecified)
-14	Cc1ccc(NC(=O)c2cc(-c3cc(Cl)ccc3C)n[nH]2)cc1NS(C)(=O)=O
5	O=C(NCc1cccnc1)c1cc(C2CCCCN2S(=O)(=O)c2ccc(F)cc2F)on1 (stereo unspecified)
-5	CN(C)Cc1c[nH]c2nccnc12
1	CCCCN1C(=O)C(CC(=O)NC(c2ccccc2)c2ccccc2)CC(C(=O)N(CC)CC)=C1C (stereo unspecified)

From PubChem
